# Screening results: PubChem BioAssay, several laboratories
# HSP90 inh: inhibitors of HSP90 luciferase refolding in rabbit reticulocyte lysate | AID 1789 | 290,000 compounds, 0.91% hits | luciferase refolding luminescence, 3 h | inhibition, % at 5.6 µM;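 active = inhibition above the screen-wide mean plus 3 SD, computed separately per campaign, cut at about 16% in these data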;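 note: 0% = DMSO wells and 100% = 60 µM geldanamycin wells; inhibitors lower the luminescence because luciferase stays unfolded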
# KLF5 inh: kruppel-like factor 5 inhibition. DLD-1 KLF5 promoter-luciferase reporter, luminescence. inhibition, % at 5 µM. 290,000 compounds, 0.23% hits;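 active = inhibition above a per-plate limit of that plate's mean compound inhibition plus 3 SD, cut at about 60% in these data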;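 note: 0% = DMSO wells and 100% = LY294002 at 200 µM; higher means less KLF5 promoter-driven luciferase light; inactives centre near -14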
# HSF1 activator: increases HSF-1 driven luciferase reporter signal; 300,000 compounds, 1.7% hits; activation, % at 9 µM; NIH3T3-HGL HSF-1 luciferase reporter, MG132, 8 h; 100% = twice DMSO control signal;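 active = mean replicate activation of at least 50% with a set share of replicates each reaching 50%; inconclusive = only one of those two conditions met; inactive = mean below 50% and too few replicates reaching it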;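 note: 0% = median of the neutral control wells and 100% = twice that signal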
# IEC-6 cytotox: counter-screen for KLF5 inhibitors: cytotoxicity in IEC-6 cells; IEC-6 cytotoxicity, luminescence viability; inhibition, % at 5 µM; 290,000 compounds, 0.78% hits; in the data active = inhibition above about 22%;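 note: 0% = plate median of test compound wells and 100% = cytotoxic reference compound wells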
# HSF1 inh: HSF1 inhibition; AID 2098; activity change, negative = inhibition, % at 7.5 µM (by protocol); 300,000 compounds, 0.77% hits; NIH3T3-HGL HSE-luciferase, MG132-induced, luminescence 8 h; stronger effect = lower value;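 active = more than half of replicate wells show activity change below -50%, luminescence cut by over half; inconclusive = some wells, but at most half, below -50%; inactive = no replicate well below -50%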;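 note: luciferase reports HSF-1 transcriptional activity via heat shock element; 0% = median of DMSO wells and -100% = zero luminescence signal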
# GSK3A inh: human GSK-3 alpha kinase inhibition; 320,000 compounds, 0.1% hits; ADP-Glo luminescence, 60 min; P49840; inhibition, % at 10 µM;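 in the data active = inhibition above about 50%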;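 note: GST-tagged GSK-3 alpha with peptide substrate and 25 µM ATP; 0% = DMSO neutral wells and 100% = GW8510 positive control wells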
# Target sequence (P49840 whole entry, looked up): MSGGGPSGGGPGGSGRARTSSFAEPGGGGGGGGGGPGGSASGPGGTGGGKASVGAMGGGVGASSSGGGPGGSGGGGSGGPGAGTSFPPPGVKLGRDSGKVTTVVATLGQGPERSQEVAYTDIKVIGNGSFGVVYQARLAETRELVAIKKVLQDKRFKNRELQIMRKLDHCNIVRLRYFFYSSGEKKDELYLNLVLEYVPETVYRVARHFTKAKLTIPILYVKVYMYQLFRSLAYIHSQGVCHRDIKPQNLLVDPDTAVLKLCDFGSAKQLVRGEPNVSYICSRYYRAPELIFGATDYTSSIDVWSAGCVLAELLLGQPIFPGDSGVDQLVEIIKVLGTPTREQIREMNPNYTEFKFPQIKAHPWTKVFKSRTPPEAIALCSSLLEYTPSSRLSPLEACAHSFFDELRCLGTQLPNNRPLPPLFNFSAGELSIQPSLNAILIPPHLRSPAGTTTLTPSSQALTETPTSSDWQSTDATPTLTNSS
# AI-2 QS modul: modulators of Vibrio harveyi AI-2 quorum sensing system. Vibrio harveyi JMH597 AI-2 luminescence/OD600 ratio, 9 h; stronger effect = lower value; strain lacks LuxN and CqsS sensors; 0 = neutral-control median. activity change, % at 7.5 µM. 300,000 compounds, 0.4% hits; in the data active = activity change below about -75%, passing the limit was not always enough; inconclusive = no clear call, values can overlap the other calls;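 note: luminescence divided by OD600 gain over 9 h not by final OD600 alone; inactives centre near 13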
# aSyn 5UTR inh: 5' untranslated region of α-synuclein, MLPCN primary screen; alpha-synuclein 5'UTR reporter, inhibitor activity; inhibition, % (tested at 7.5 µM); 300,000 compounds, 0.82% hits; AID 1813; in the data active = inhibition above about 60%; inconclusive = no clear call, values can overlap the other calls;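 note: H4 neuroglioblastoma cells stably carrying SNCA 5'UTR luciferase fusion; 0% = DMSO wells and 100% = positive control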
# GSK3B inh: inhibitors of human GSK3beta kinase | GST-GSK3beta kinase, ADP-Glo luminescence, 60 min; stronger effect = lower value | AID 2097 | activity score (negative = inhibition), % at 10 µM | 300,000 compounds, 0.038% hits;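 active = more than half of replicate wells score below -50%, meaning over 50% inhibition versus plate controls; inconclusive = some replicates but at most half score below -50%; inactive = no replicate scores below -50%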;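 note: 0% = median DMSO wells and -100% = median GW8510 positive control wells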
# Target sequence (P49841 whole entry, looked up): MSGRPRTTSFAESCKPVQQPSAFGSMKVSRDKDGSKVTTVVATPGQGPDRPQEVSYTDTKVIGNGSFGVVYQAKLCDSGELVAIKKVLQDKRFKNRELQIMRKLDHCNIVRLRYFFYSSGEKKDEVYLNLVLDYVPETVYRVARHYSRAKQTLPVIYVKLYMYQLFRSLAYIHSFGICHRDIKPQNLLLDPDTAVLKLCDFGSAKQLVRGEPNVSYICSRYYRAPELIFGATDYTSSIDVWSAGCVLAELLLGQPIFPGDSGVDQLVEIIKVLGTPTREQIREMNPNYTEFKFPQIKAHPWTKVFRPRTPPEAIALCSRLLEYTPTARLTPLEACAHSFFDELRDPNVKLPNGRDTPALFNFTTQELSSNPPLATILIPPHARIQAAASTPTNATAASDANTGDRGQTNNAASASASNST
#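 test system = GST-tagged human GSK3beta kinase, cell-free | reagent = 25 µM ATP with peptide substrate | dosing = one dose of 10 µM per compound | schedule = 60 min reaction, RT | detection = luminescent ADP-Glo measurement of ADP formed | control set = DMSO neutral wells and GW8510 at 20 µM as positive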
# HIF act: HIF pathway transcriptional activation. U2OS HRE-luciferase reporter, luminescence; normalized: DMSO 0%, desferrioxamine 100%. 300,000 compounds, 0.32% hits. AID 1910. activation, % at 7.5 µM (by protocol);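 active = mean activation of at least 10% of the iron chelator positive control signal, with at least half of replicates also reaching 10%; inconclusive = mean and replicate majority disagree about reaching 10%; inactive = mean and most replicates under 10%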
# Starred values were filed as active, the others as inactive; u = inconclusive; x = not tested or not shown.
molecule,HSF1 activator,GSK3B inh,AI-2 QS modul,KLF5 inh,aSyn 5UTR inh,HIF act,GSK3A inh,HSF1 inh,IEC-6 cytotox,HSP90 inh
Cc1cc(C)nc(SCNC(=O)c2ccccc2)n1,10,-2,14,1,16,-0.1,4,4,3,0
COc1ccc(NS(=O)(=O)c2cccc(C(=O)NNC(=O)CNC(=O)c3ccc(C)cc3)c2)cc1,-11,2,5,x,21,0.0,-1,-2,x,x
Cn1c(COc2ccccc2O)[n+](C)c2ccccc21,-5,0,-4,-14,12,0.3,1,-4,6,3
Cc1ccc(-n2c(SCC(=O)NNC(=S)Nc3ccccc3)nc3ccccc3c2=O)cc1,7,2,17,26,10,-0.4,-5,7,2,-1
Cn1c(=O)cc(OCCCC(=O)N2CCCCC2)c2ccccc21,3,-1,4,-2,22,-0.2,-2,7,7,-1
COc1ccc(C(=O)Nc2cc(C)c(NC(=O)c3ccccn3)cn2)cc1,15,0,30,-71,-78,2.3,-1,7,1,1
CC(C)c1ccc(C2NC(=O)CCC2[N+](=O)[O-])cc1 (centres undefined),3,0,55,-33,-2,-0.1,-4,3,-4,0
CCSc1nc2nc(C)cc(C)n2n1,2,2,-3,11,-17,-1.0,6,-2,0,6
CC1(C)Oc2ccccc2OC1(O)c1ccc2ccccc2n1 (centres undefined),-1,1,11,27,-5,-0.6,-1,-3,8,-2
COC(=O)c1ccc(OCC(O)CN2C(=O)c3ccccc3C2=O)cc1 (centres undefined),22,-1,7,-38,12,0.1,0,-5,5,-3
CSc1ccccc1C(=O)Nc1c(C)cccc1C,-7,4,26,7,5,-0.6,0,-1,6,2
Cc1csc(NC(=O)Cc2ccccc2[N+](=O)[O-])n1,2,-3,18,-17,-32,0.6,0,-1,0,-4
CCN1CCCC1CNC(=O)C(=O)NC1CC1 (centres undefined),4,-2,17,-23,0,-0.6,-2,-17,2,-1
CCc1ccc(S(=O)(=O)Nc2ccncc2)cc1,18,x,x,-14,-1,0.8,-2,-6,4,0
Cc1ccc(-n2nnnc2SCC(=O)NNC(=O)c2ccco2)cc1C,15,1,30,-22,13,0.1,-1,0,0,-1
Cc1cc(C(=O)CSc2ccc(F)cc2)cc(C)c1O,49,1,2,-169,-109,0.4,-1,25,1,-7
Cc1ccccc1Nc1nnc(SCC(=O)NC(=O)NCc2ccco2)s1,36,1,-8,-7,-17,0.1,5,5,8,7
C[C@]12C(=O)N(c3ccc(Br)cc3)C(=O)N1[C@@H]1c3ccccc3OC[C@@H]1[C@H]2c1ccccc1,2,1,38,0,13,-2.3,-3,1,0,2
Cc1ccc(N2CC(C(=O)N3CCC(C(=O)Nc4nncs4)CC3)CC2=O)cc1 (centres undefined),-1,2,36,-8,-5,-0.1,-3,4,-2,-4
O=C(COC(=O)C1CC1)c1c[nH]c2ccccc12,22,7,-9,-8,-177,3.2,-2,3,-2,4
C[C@H](C(=O)O)c1n[nH]c(=O)c2ccccc12,6,2,30,8,12,-0.1,-7,-4,7,-2
N#Cc1ccccc1S(=O)(=O)N1CCN(CC(=O)NC(=O)NC2CCCCC2)CC1,-18,2,25,x,-14,-0.3,-7,-6,x,x
CN(C)CCCn1c2c(c(SCC(=O)Nc3nccs3)nc1=O)CCC2,-3,-8,-4,x,-5,0.0,15,-4,x,x
COc1cccc(CN2CCNC(=O)C2CC(=O)N(C)CC2CCOCC2)c1 (centres undefined),-1,-1,22,-31,-5,0.3,-1,-7,-4,-2
Cc1cc(/C=C(/C#N)c2nc3ccccc3[nH]2)c(C)n1-c1cccc([N+](=O)[O-])c1,13,-2,28,-10,-26,1.1,-2,0,-1,0
CCN1CCN(CCc2nc3cc(NC(=O)COc4ccc(Cl)cc4)ccc3n2C)CC1,5,-3,-17,-31,18,-0.4,5,10,0,2
CCOC(=O)c1sc2nc(SC)nc(-c3ccccc3)c2c1N,12,-1,9,4,29,-0.4,0,-6,1,-5
COc1ccccc1-c1cc(-c2ccccc2)nc(=O)[nH]1,2,-7,9,-29,-7,-0.1,10,-8,3,1
CCCC(c1nnnn1Cc1ccco1)N1CCN(c2cc(Cl)ccc2C)CC1 (centres undefined),x,x,x,15,x,x,-2,x,3,1
CC(C)N(C)Cc1nnnn1CC(=O)NCc1cc(F)cc(C(F)(F)F)c1,-4,-1,0,-45,4,0.6,9,1,-1,-1
O=C(NCc1cccs1)C1CCN(c2nccs2)CC1,-10,0,21,1,5,-24,0,-4,4,2
COCCNC(=O)C(OC(=O)c1ccco1)c1ccccc1Cl (centres undefined),4,1,-2,-8,-4,-0.4,-4,1,2,0
CCOC(=O)C1CCCN(C(=O)c2cccc(S(=O)(=O)N(C)c3c(C)n(C)n(-c4ccccc4)c3=O)c2)C1 (centres undefined),0,1,26,-45,-2,1.0,0,2,2,-1
CN(CCO)c1cc(N2CCN(C(=O)c3ccco3)CC2)c2nonc2c1[N+](=O)[O-],9,-3,8,25,-9,-0.3,4,0,-6,0
CC1CCCCN1C(=O)CSc1nnc(CSc2ncccn2)n1C (centres undefined),-2,-2,18,-11,7,0.0,-3,-3,-1,-9
CC(C)(C)OC(=O)NCCCCC1=CC2=CC(=O)C(C)(OC(=O)c3ccco3)C(=O)C2=CO1 (centres undefined),-20,-2,39,x,33,-0.1,-1,-11,x,x
O=C(N1CCOCC1)N1CCN(c2ccccc2)CC1,-12,-2,13,-21,-2,0.0,0,-7,-2,-4
CC1CCCC(NS(=O)(=O)c2cc(Br)cnc2N)C1C (centres undefined),12,-16,15,-18,32,-0.3,7,-1,-8,-3
COc1cc(C(=O)Oc2c(OC)cc(C(=S)N3CCOCC3)cc2OC)cc(OC)c1OC,-6,-2,13,-13,11,0.7,-1,-1,-6,-3
Cc1ccc(C(=O)N/C(=C/c2cccs2)C(=O)NCC2CCCO2)cc1 (centres undefined),-11,2,26,-27,20,0.4,-3,9,-6,-5
CC(=C\c1ccccc1)/C=C1/SC(=S)N(CCC(=O)Nc2ccccn2)C1=O,-93,-4,13,-9,21,0.2,-1,-91*,-4,-4
CCOc1ccc(-c2cccc(NS(=O)(=O)c3ccccc3[N+](=O)[O-])c2)nn1,-5,4,-7,x,1,-48,-2,-6,x,x
COc1ccccc1CNc1ncc(-c2ccc(F)cc2)n1C,-4,-7,-5,-11,-17,3.2,-2,-6,4,4
COc1ccc(OC)c(C2C3=C(N=C4SCC(=O)N42)c2ccccc2CC3)c1 (centres undefined),5,-2,11,-23,12,0.1,2,8,9,0
CCN(CC(=O)Nc1c(F)cccc1F)C(=O)CSc1nnc(-c2ccco2)n1CC,1,-3,24,-36,0,0.1,1,0,1,5
COc1cccc(CNC(=O)C2CSC3(C)CCC(=O)N23)c1 (centres undefined),-10,0,1,x,-9,-0.1,1,-8,x,x
Cc1cc(N/C(=N/S(=O)(=O)c2ccc(F)cc2)c2ccccc2)n(-c2ccccc2)n1,9,1,11,-6,7,0.6,0,-5,-2,2
COc1cccc(C2=NOC(C(=O)Nc3ccc(OC)c(OC)c3)C2)c1 (centres undefined),36,2,16,2,10,-0.1,0,30,-2,-3
O=C(O)c1ccc(-n2nnnc2SCc2ccccc2)cc1,11,0,31,-25,5,-1.2,-4,-7,-3,1
CCN1CCN(Cc2ccc(NC(=O)Nc3cccs3)cc2)CC1,-47,3,3,-105,-38,1.0,7,u,-5,11
CCOC(=O)N1CCN(C(=O)CSCC(=O)Nc2nc(-c3ccc(Cl)s3)cs2)CC1,25,-2,-1,-10,-85,0.7,-1,4,5,1
O=S(=O)(c1ccc(-c2csc(-c3cccnc3)n2)cc1)N1CCCCC1,-3,2,16,-37,2,-0.1,1,1,3,-2
O=C(CC1(O)C(=O)Nc2ccccc21)c1cccc(-n2cccc2)c1 (centres undefined),-7,1,11,-14,-8,0.4,-2,1,0,-1
CC1CN(C(=O)c2cc3c(s2)CCC3)CC(C)O1 (centres undefined),6,-1,3,-11,6,0.1,-4,-1,-10,-2
CCc1ccc(C(=O)C(C)OC(=O)c2nc3nc(C)cc(C)n3n2)cc1 (centres undefined),-3,1,49,x,-11,0.3,0,-6,x,x
Cc1ccc(/C=C2\SC(=S)N(CCC(=O)NNS(=O)(=O)c3ccccc3)C2=O)cc1,-5,1,22,-42,8,0.1,-2,-4,-4,2

# Remaining list, next part.
molecule,HSF1 activator,GSK3B inh,AI-2 QS modul,KLF5 inh,aSyn 5UTR inh,HIF act,GSK3A inh,HSF1 inh,IEC-6 cytotox,HSP90 inh
CCc1nnc(NC(=O)CSc2nnc(COc3cccc(C)c3)o2)s1,-10,-2,-90*,-28,2,0.0,4,-5,-1,-3
O=C(/C=C/c1ccco1)OCC1CCCN2CCCCC12 (centres undefined),-5,0,55,24,-20,-0.5,-2,3,-4,2
COC(=O)C1=C(C)NC(=O)NC1c1ccccc1 (centres undefined),x,1,9,-4,x,x,-1,x,-2,3
CCOC(=O)CC1=NN(c2ccccc2)C(=O)/C1=C\c1ccc(OC)cc1OC,-4,-2,19,-30,18,0.0,0,4,-4,-3
Nc1nc2n(n1)C1(CCCCC1)C1=C(CCCC1)N2,3,2,17,2,-3,-0.1,-5,-5,4,2
O=C(O)C1=C[C@H](C2CC2)C[C@H](OCCCCO)O1,-2,3,21,-16,-27,1.5,0,-1,0,-2
COc1cc(/C=C2\C(=N)N3N=C(S(C)(=O)=O)SC3=NC2=O)ccc1OC(=O)c1ccco1,9,2,14,-12,-6,-0.2,-4,-10,-11,-3
S=c1[nH]nc(C2CCCCC2)n1/N=C/c1ccncc1,-47,-2,9,-15,24,1.2,5,-42,2,0
COc1ccc(Cc2nnc(NC(=O)C3CC(=O)N(CCc4ccc(F)cc4)C3)s2)cc1OC (centres undefined),11,1,29,1,14,-0.1,-2,-6,-4,0
COC(Cc1nnc(SC)n1-c1ccccc1)OC,-8,-1,22,9,-23,0.0,-1,2,2,-2
Nc1cc2c3c(cccc3c1)C(=O)N(CCN1CCCC1)C2=O,32,-3,23,-9,54,u,0,18,62*,3
O=C(COc1ccccc1)Nc1ccccc1F,-11,-1,15,-1,-140,1.7,-3,2,-6,-2
Cc1cc(Cl)c2oc(C(=O)N3CCN(c4cccc(C)n4)CC3)c(C)c2c1,73*,1,4,-107,-127,2.9,-1,38,0,-1
COc1cccc(-n2c(SCC(=O)O)nnc2-c2cccnc2)c1,-2,0,20,-6,0,-0.3,-3,-6,-6,-2
